PREPL inhibitor – inhibitors of human prolyl oligopeptidase-like enzyme PREPL; AID 2751; 0.68% of 320,000 active; recombinant PREPL, fluorescence polarization activity-based probe; inhibition, % at 5.96 µM; in the data active = inhibition above about 43%;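 also: 0% = enzyme with DMSO and 100% = wells lacking enzyme; many of its hits are not listed in these tables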
PAFAH2 FP inh – inhibitors of human PAFAH2; recombinant PAFAH2, FP-rhodamine activity probe, fluorescence polarization; 0.99% of 340,000 active; Q99487; inhibition, % at 3.39 µM;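 active = inhibition above the mean over all tested compounds plus 3 SD, cut at about 30% in these data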;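 also: inhibitors block probe labeling of enzyme so polarization drops; 0% = enzyme with DMSO and 100% = wells lacking PAFAH2 protein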
PAD4 FP inh – inhibitors of human PAD4; Q9UM07; recombinant PAD4, RCA probe fluorescence polarization; inhibition, % at 6.36 µM; 0.41% of 330,000 active; AID 485272;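 active = percent inhibition above a cutoff equal to the mean of all tested compounds plus 3 SD, cut at about 15% in these data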;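 also: 0% = PAD4 with RCA probe and DMSO and 100% = probe without PAD4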
GSTO1 counter – blocks human GSTO1 in RBBP9 counter-screen; AID 1974; P78417; 1.1% of 300,000 active; recombinant GSTO1, activity-based probe fluorescence polarization; inhibition, % at 5.96 µM;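 active = inhibition above the campaign mean inhibition plus 3 SD, cut at about 35% in these data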;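 also: 0% = GSTO1-1 with DMSO and 100% = wells lacking GSTO1-1 enzyme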
Target sequence (P78417 whole entry, looked up): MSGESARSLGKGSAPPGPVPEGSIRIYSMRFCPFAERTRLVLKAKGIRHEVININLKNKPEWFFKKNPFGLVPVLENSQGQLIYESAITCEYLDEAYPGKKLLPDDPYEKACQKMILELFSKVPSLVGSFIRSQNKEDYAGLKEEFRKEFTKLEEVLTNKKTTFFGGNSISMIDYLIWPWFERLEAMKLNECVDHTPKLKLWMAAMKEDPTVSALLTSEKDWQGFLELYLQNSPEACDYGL
PAFAH1B3 FP inh – PAFAH1B3 (human) inhibition. inhibition, % at 3.39 µM. recombinant PAFAH1B3, FP-rhodamine probe, fluorescence polarization. 0.28% of 340,000 active;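 active = inhibition above the screen-wide average of all tested compounds plus 3 SD, cut at about 25% in these data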;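 also: 0% = enzyme with DMSO only and 100% = wells lacking PAFAH1B3 protein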
Target sequence (Q15102 whole entry, looked up): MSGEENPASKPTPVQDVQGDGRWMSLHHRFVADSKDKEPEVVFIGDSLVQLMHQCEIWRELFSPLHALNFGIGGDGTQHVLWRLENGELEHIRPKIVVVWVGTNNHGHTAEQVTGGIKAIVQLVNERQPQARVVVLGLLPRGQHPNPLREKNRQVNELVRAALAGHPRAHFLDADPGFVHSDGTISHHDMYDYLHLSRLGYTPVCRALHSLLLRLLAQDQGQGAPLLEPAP
LYPLA2 inh – counter-screen for PME1 inhibitors: inhibitors of human LYPLA2 | inhibition, % at 5.9 µM | 0.38% of 320,000 active | recombinant LYPLA2, FP-Rh probe fluorescence polarization;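 active = inhibition above the screen-wide mean plus 3 SD, limit set per campaign, cut at about 26% in these data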;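 also: 0% = LYPLA2 with DMSO and 100% = wells lacking LYPLA2 enzyme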
LYPLA1 inh – blocks human lysophospholipase 1, a PME1 counter-screen; O75608; recombinant LYPLA1, FP-Rh probe fluorescence polarization; inhibition, % at 5.9 µM; 0.16% of 320,000 active;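 active = inhibition above the mean of all tested compounds plus 3 SD, set per campaign, cut at about 14% in these data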;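 also: inhibitors block serine hydrolase probe labeling of LYPLA1 so polarization falls; 0% = enzyme with DMSO and 100% = wells lacking LYPLA1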
Target sequence (O75608 whole entry, looked up): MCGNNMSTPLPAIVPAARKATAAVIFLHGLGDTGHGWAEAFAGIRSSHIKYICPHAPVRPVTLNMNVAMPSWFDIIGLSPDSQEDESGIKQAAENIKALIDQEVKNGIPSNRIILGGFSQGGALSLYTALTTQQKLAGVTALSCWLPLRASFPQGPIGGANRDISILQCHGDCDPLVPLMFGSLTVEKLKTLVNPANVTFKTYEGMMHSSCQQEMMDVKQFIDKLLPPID
ZTA counter – blocks Epstein-Barr virus ZTA, an EBNA-1 counter-screen | P03206 | ZTA-DNA binding, fluorescence polarization | inhibition, % at 11 µM | 0.15% of 320,000 active; in the data active = inhibition above about 33%
Target sequence (P03206 whole entry, looked up): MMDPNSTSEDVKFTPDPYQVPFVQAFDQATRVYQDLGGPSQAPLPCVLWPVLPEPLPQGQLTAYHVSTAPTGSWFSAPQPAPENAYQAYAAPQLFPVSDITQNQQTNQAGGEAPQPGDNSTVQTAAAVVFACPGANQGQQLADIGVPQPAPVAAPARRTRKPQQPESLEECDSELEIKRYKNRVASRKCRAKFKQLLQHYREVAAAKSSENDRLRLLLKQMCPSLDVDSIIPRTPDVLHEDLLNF
EBNA-1 inhibitor – blocks EBNA-1 binding to DNA. 0.34% of 300,000 active. EBNA-1 DNA binding, fluorescence polarization. inhibition, % at 14.8 µM; in the data active = inhibition above about 28%
The depositor's hits bear a star; . = no result given. Some of the compounds tested, so the mix of outcomes need not match the whole.

Preview:
No.	Molecule	PREPL inhibitor	PAFAH2 FP inh	PAD4 FP inh	GSTO1 counter	PAFAH1B3 FP inh	LYPLA2 inh	LYPLA1 inh	ZTA counter	EBNA-1 inhibitor
1	CCc1ccc(NS(=O)(=O)c2ccc3c(c2)oc(=O)n3C)cc1	8	1	-4	53*	5	-10	-2	-7	-21
2	Cc1cc(C)cc(N(C(=O)Cc2cccs2)C(C(=O)NC2CCCC2)c2ccc(C)o2)c1 (configuration not stated)	-6	5	4	1	-4	-6	-2	0	-8

All compounds of this part, repeating the preview:
No.	Molecule	PREPL inhibitor	PAFAH2 FP inh	PAD4 FP inh	GSTO1 counter	PAFAH1B3 FP inh	LYPLA2 inh	LYPLA1 inh	ZTA counter	EBNA-1 inhibitor
1	CCc1ccc(NS(=O)(=O)c2ccc3c(c2)oc(=O)n3C)cc1	8	1	-4	53*	5	-10	-2	-7	-21
2	Cc1cc(C)cc(N(C(=O)Cc2cccs2)C(C(=O)NC2CCCC2)c2ccc(C)o2)c1 (configuration not stated)	-6	5	4	1	-4	-6	-2	0	-8
3	Cc1ccc(NC(=O)c2cc(-c3ccc4c(c3)OCO4)on2)cc1C	-1	-2	1	0	-4	-1	-5	-1	2
4	O=C(NNC(=O)c1cc(Cl)nc2ccccc12)c1ccccc1F	-1	-7	-1	-3	6	1	0	2	-11
5	CCOc1ccccc1C(=O)NC1CC2CCCC(C1)N2Cc1ccc(C)cc1 (configuration not stated)	3	0	1	2	-1	1	0	-6	6
6	CC(C)c1ccc(C(=O)Nc2nnc(S(=O)(=O)N3CCCCC3)s2)cc1	-5	7	-3	-39	-1	-4	-2	7	1
7	OC(CNCCc1ccc(C(F)(F)F)cc1)COc1ccc2ccccc2c1 (configuration not stated)	-33	3	3	0	4	8	-1	-9	-10
8	CCOc1cccc(/C=C2/NC(=O)N(CC(=O)Nc3cccc(C)c3)C2=O)c1O	4	-6	-1	-9	1	-7	-5	-25	-10
9	CC1CCN(C(=S)c2cn(Cc3ccccc3F)c3ccccc23)CC1	3	4	2	17	5	2	-4	13	3
10	CC(=O)Nc1ccc(NC(=O)Cn2nc([N+](=O)[O-])c(Br)c2C)cc1	-4	0	0	1	0	4	2	15	2
11	O=C(c1ccc2c(=O)n(Cc3ccccc3Cl)c(=S)[nH]c2c1)N1CCOCC1	-15	-1	-1	7	2	-3	-2	8	-3
12	CC(=O)c1ccc(NC(=O)C2CCN(S(=O)(=O)c3cccnc3)CC2)cc1	0	2	0	-7	-1	3	2	-2	-12
13	COc1ccc(-c2csc3nc(-c4ccc(C)cc4)oc(=O)c23)cc1OC	2	7	-3	-3	11	3	-4	-6	4
14	Cc1ccc(C)c(N2CCN(c3ccncc3N)CC2)c1	5	-1	-2	-5	8	-4	0	-8	-10
15	CC(C)c1ccc(NS(=O)(=O)c2ccc(-n3cccn3)cc2)cc1	-27	-10	1	35*	1	2	-2	-8	-4
16	O=C1CCN(Cc2ccccc2)CCN1[C@H](CSc1ccccc1)c1ccccc1	25	-1	0	4	-9	6	-2	16	-3
17	COc1ccc(/C=N/NC(=S)NC2CCS(=O)(=O)C2)cc1 (configuration not stated)	8	4	-3	0	9	3	-1	-7	5
18	COc1ccc(Cl)cc1N(CC(=O)N1CCCC1)S(C)(=O)=O	-7	3	-3	1	9	1	0	-2	1
19	O=C(c1nc2nc(-c3ccccc3)cc(C(F)(F)F)n2n1)N1CCCCC1	9	-3	2	4	-2	6	0	-16	4
20	Cc1ccc(S(=O)(=O)N2CCOCC2)cc1NC(=O)COC(=O)c1ccc2c(c1)OCO2	18	64*	-3	-5	-4	-1	1	-9	-9
21	Cc1nccn1-c1cc(C(C)(C)C)nc2c(-c3ccccc3)cnn12	17	-2	0	-1	7	-1	-2	-2	5
22	COc1ccc(NC(=O)c2c(C)nn(Cc3ccccc3)c2C)cc1S(=O)(=O)N(C)C	6	-4	-3	1	3	9	2	7	12
23	O=C(NNC(=O)[C@H]1CC=CC[C@H]1C(=O)O)c1ccc(Cl)cc1Cl	14	4	0	2	5	1	1	-16	-14
24	O=C(NCCN1CCOCC1)c1cccc2c1C(=O)c1ccc(N3CCCC3)cc1S2(=O)=O	9	-25	-26	.	-12	.	.	.	.
25	CC(=O)c1ccc(NC(=O)C2CCCN2S(=O)(=O)c2cccs2)cc1 (configuration not stated)	-10	1	-5	1	2	1	-1	3	7
26	CCOC(=O)c1ccc(NC(=O)CCNc2c(N3CCCC3)c(=O)c2=O)cc1	12	0	3	-3	-2	-3	-1	12	-3
27	Cc1cccc(-c2cc3nc4c(c(N5CCC6(CC5)OCCO6)n3n2)CCCC4)c1	11	-2	3	0	3	1	0	-1	-7
28	CS(=O)(=O)/C(C#N)=C/c1cccn1S(=O)(=O)c1ccccc1	-4	0	-3	11	7	3	-4	-7	-4
29	Cc1cc(=O)oc2c(C)c(OCC(=O)NCCCN3CCOCC3)ccc12	5	3	-2	-9	0	1	0	-1	-3
30	CCC(=O)c1ccc(OCC(=O)Nc2nn3cnnc3s2)cc1	3	6	0	4	4	-9	1	-1	-1
31	CCOc1ccccc1-c1nc(-c2cccc(Br)c2)no1	12	-3	1	4	-2	-1	-1	-17	0
32	COc1cc(NC(=O)CSc2nnc(NC(C)C)s2)cc(OC)c1OC	1	-2	-3	3	3	10	0	13	-5
33	Cc1cc(C)c(-c2c(O)c3cccc4c3n(c2=O)CCC4)c(C)c1	3	3	-2	4	-2	3	-1	-13	-6
34	COC(=O)c1c(NC(NC(=O)C(C)C)C(Cl)(Cl)Cl)sc2c1CCC2 (configuration not stated)	-2	1	-7	2	0	-5	1	-9	-7
35	CCOC(=O)C1CCN(Cc2cc(=O)oc3c(C)c(C)ccc23)CC1	44*	4	-4	0	10	4	-1	-14	-5
36	N#CCCN(CCC#N)c1nncs1	32	-3	3	10	5	12	0	-6	9
37	COc1ccc2c(c1)C=C(CN1CCN(C3CCCC3)C(CCO)C1)CO2 (configuration not stated)	22	2	1	-5	10	-4	1	1	-6
38	c1ccn2c(c1)nc1c2nc2ccccn21	-1	-7	-5	5	1	-2	-1	0	-10
39	CSCC[C@H](NC(=O)C(C)(C)Oc1ccc(Cl)cc1)c1nc2ccccc2[nH]1	-7	-4	-3	8	4	-3	0	-8	-2
40	COc1ccc2[nH]c(CN3CCN(CC=C(C)C)C(CCO)C3)c(C)c2c1 (configuration not stated)	24	6	-4	-5	2	8	5	5	8
41	CCN(CC)S(=O)(=O)c1ccc(N(C)Cc2cccc(OC)c2OC)nc1	14	4	1	5	7	2	0	-15	2
42	CCOC(=O)CSc1nc(C)c(C(=O)OCC)s1	-8	-4	0	-6	-6	0	3	-3	-8
43	CCC/C=C(\CCC)C(NC(=O)OCC(C)C)c1ccc(C(=O)OC)cc1 (configuration not stated)	26	0	-2	2	6	-3	0	4	6
44	Cc1noc(C)c1NC(=O)Nc1cccc2c1O[C@H](CN(C)S(=O)(=O)c1cn(C)cn1)[C@@H](C)CN([C@H](C)CO)C2=O	18	12	-4	.	4	.	.	.	.
45	COc1ccc(CCN2CC(C(=O)Nc3cccc(C(C)=O)c3)CC2=O)cc1OC (configuration not stated)	8	2	-3	4	5	-5	-3	15	4
46	CC(C)CNS(=O)(=O)c1cc(C(=O)N2CCOCC2)c(Cl)cc1Cl	4	-1	2	10	8	8	3	4	6
47	COc1cc(/C=C(\NC(=O)c2ccccc2)C(=O)Nc2nccs2)ccc1OC(C)=O	12	3	-1	8	4	-5	-1	-4	-6
48	CC(C)CNC(=S)NC(=O)c1ccc(F)cc1	3	3	-8	-1	9	3	3	-1	-21
49	Cc1cccc(NS(=O)(=O)c2ccc(C(=O)N3CCCCCC3)cc2)c1C	2	0	-2	6	0	-2	3	3	0
50	COc1ccc(S(=O)(=O)n2nc(OC(=O)C3CCCCC3)cc2N)cc1	3	-9	-3	-1	3	9	0	-5	7
51	O=c1c2ccccc2oc2cc(-c3ccc(CN4CCOCC4)cc3)ccc12	-12	-3	-3	.	5	11	-3	-1	.
52	C/C(=C\c1ccccc1)CN1CCN(Cc2ccc(C)o2)C(CCO)C1 (configuration not stated)	20	1	3	4	0	-2	-4	0	-3
53	CCc1ccc(C(=O)Cn2cnc3cc([N+](=O)[O-])ccc3c2=O)cc1	35	3	-7	-9	6	46*	-1	9	-4
54	Cc1onc(C(=O)Nc2sc3c(c2C(N)=O)CCCC3)c1[N+](=O)[O-]	10	3	2	17	7	19	-1	8	2
55	O=S(=O)(Nc1c(O)ccc2ccccc12)c1ccccc1	15	-1	-17	24	1	0	2	-30	-15
56	N=C(N)SCP(=O)(c1ccccc1)c1ccccc1	-4	1	17*	-7	7	2	0	-2	-5
57	CCOc1ccc(-n2c(C)nc3cc(C(=O)NCCN4CCOCC4)ccc32)cc1	1	-11	-4	2	-5	5	-2	13	4
58	O=C(CCN1C(=O)c2ccncc2C1=O)Nc1cc(F)ccc1F	-3	-5	-10	-5	-5	2	-3	1	10
59	O=C(Nc1cccn(Cc2c(Cl)cccc2Cl)c1=O)C1CC1	-8	0	2	3	9	4	4	1	15
60	COC(=O)/C(=C\c1c(OC)cc(OC)cc1OC)C(=O)c1ccc2c(c1)OCO2	6	3	4	4	5	-6	-3	5	13

(next part)
No.	Molecule	PREPL inhibitor	PAFAH2 FP inh	PAD4 FP inh	GSTO1 counter	PAFAH1B3 FP inh	LYPLA2 inh	LYPLA1 inh	ZTA counter	EBNA-1 inhibitor
61	O=C(Cc1ccc(F)cc1)Nc1cccc(-c2ccc3nncn3n2)c1	-18	-2	0	4	8	4	1	17	8
62	CN(C)CCCN(C(=O)c1ccc(S(=O)(=O)N2CCCc3ccccc32)cc1)c1nc2ccc(F)cc2s1	-4	0	4	2	12	14	-2	-3	14
63	COc1ccc(N2CCN(C(=O)c3ccc4nc(N5CCCCC5)sc4c3)CC2)cc1	3	5	2	6	3	17	2	-6	1
64	CC(C)NC(=O)C1CC(=O)N(C(C)c2ccccc2)C1 (configuration not stated)	5	11	0	-4	-3	-1	-1	2	-3
65	CCCCN(C(=S)Nc1ccccc1)C1CCS(=O)(=O)C1 (configuration not stated)	8	-2	-2	2	-4	0	-6	-2	-5
66	CCOc1ccc(N(CC(=O)Nc2ccc(C)c(C)c2)S(=O)(=O)c2c(C)noc2C)cc1	-19	-8	3	-4	5	-40	-17	16	3
67	CC(=O)N(C)c1nnc(-c2cnccn2)s1	-1	5	-2	-1	6	4	0	7	1
68	N#CCCN(CCC#N)S(=O)(=O)c1ccc(C(=O)Nc2nnc(C3=COCCO3)o2)cc1	8	6	2	0	-1	-1	0	11	-6
69	Cc1ccc(NC(=O)c2ccc3c(c2)OCCO3)cc1S(=O)(=O)Nc1cccc(Cl)c1	-2	-37	-5	-16	-29	-45	-29	11	7
70	COc1ccc(C(=O)c2cn[nH]c2-c2ccc(C)cc2O)cc1	-8	6	1	6	7	-2	4	11	2
71	ClC(Cl)c1nnc(-c2ccccc2)c(-c2c[nH]c3ccccc23)n1	8	6	-3	16	-1	-2	-3	-16	2
72	CCCCN(C)C(=O)CCCCn1c(=O)[nH]c2cc(OCC)c(OCC)cc2c1=O	8	4	-10	-14	3	-8	-3	6	-23
73	COc1ccc(OC)c(S(=O)(=O)NCC(c2ccco2)S(=O)(=O)c2ccccc2)c1 (configuration not stated)	0	4	2	2	2	-5	2	-8	11
74	Cc1ccc(NC(=O)CN2C(=O)NC3(CCCc4ccccc43)C2=O)cc1S(=O)(=O)N1CCOCC1 (configuration not stated)	8	11	-1	-5	3	-2	-4	5	10
75	COc1cccc(CC(NC(C)=O)C(=O)NC2CCN(c3nnnn3-c3ccccc3)CC2)c1OC (configuration not stated)	1	8	-4	4	-4	-3	-2	-8	0
76	CCN(CC)N=Nc1[nH]nc2nc(C)cc(C)c12	7	-10	0	-1	5	7	4	-5	-10
77	CN1OC(COC(=O)c2ccccc2)CC1c1ccccc1 (configuration not stated)	-5	27	1	4	1	2	-1	7	-2
78	COC(=O)c1c(NC(=O)c2nc3ccccc3s2)sc2c1CCN(C(C)=O)C2	-4	0	-3	3	2	-13	-8	-7	-6

Screening data deposited in PubChem BioAssay by The Scripps Research Institute Molecular Screening Center.
